RTF Ca sens act: cardiac RTF calcium sensitivity activators, primary screen, biochemical, IANBD-TnC fluorescence, EC20 calcium; IANBD-labeled TnC RTF fluorescence at EC20 calcium; 0% EC20 calcium, 100% full calcium; activation, % at 7.2 µM; 340,000 tested, 0.24% active; AID 493008, 2010;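 active means activation above the mean over all tested compounds plus 3 SD, cut at about 30% in these data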;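 further: rise in fluorescence read as greater calcium sensitivity of cardiac thin filaments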
PfHsp90 yeast 2: growth inhibition of PfHsp90-expressing yeast, primary screen, antimalarial PfHsp90 inhibitor project, S. cerevisiae, BacTiter-Glo luminescence, single point, set 2; BacTiter-Glo ATP, 48 h; yeast lacking PDR1 and PDR3 efflux regulators; inhibition, % at 9.4 µM; 310,000 tested, 0.32% active;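 active means every replicate shows inhibition above about 80%, whatever the replicate mean, limit read from the data; inconclusive means mean inhibition reaches the set limit but some replicate falls short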;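 further: 0% = DMSO neutral controls and 100% = 20 µM radicicol positive controls; yeast relying on Plasmodium falciparum Hsp90 in place of its own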
Keap1 Nrf2 FP: Keap1-Nrf2 protein-protein interaction inhibitors, primary screen, biochemical, fluorescence polarization, single point; Kelch-like ECH-associated protein 1 (Homo sapiens), Q14145; Keap1 Kelch-Nrf2 peptide fluorescence polarization, 1536-well; inhibition, % at 9.4 µM; 340,000 tested, 0.15% active; AID 504523, 2011; in the data active means inhibition above about 12%; inconclusive means no clear call, values can overlap the other calls; inactive means below about 7.3%;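 further: human Keap1 Kelch domain with fluorescein labeled Nrf2 9mer peptide probe; 0% = neutral control wells and 100% = peptide positive control; higher means more block of Keap1 binding to Nrf2 peptide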
Target sequence (Q14145 whole entry, looked up, the tested form may be a part): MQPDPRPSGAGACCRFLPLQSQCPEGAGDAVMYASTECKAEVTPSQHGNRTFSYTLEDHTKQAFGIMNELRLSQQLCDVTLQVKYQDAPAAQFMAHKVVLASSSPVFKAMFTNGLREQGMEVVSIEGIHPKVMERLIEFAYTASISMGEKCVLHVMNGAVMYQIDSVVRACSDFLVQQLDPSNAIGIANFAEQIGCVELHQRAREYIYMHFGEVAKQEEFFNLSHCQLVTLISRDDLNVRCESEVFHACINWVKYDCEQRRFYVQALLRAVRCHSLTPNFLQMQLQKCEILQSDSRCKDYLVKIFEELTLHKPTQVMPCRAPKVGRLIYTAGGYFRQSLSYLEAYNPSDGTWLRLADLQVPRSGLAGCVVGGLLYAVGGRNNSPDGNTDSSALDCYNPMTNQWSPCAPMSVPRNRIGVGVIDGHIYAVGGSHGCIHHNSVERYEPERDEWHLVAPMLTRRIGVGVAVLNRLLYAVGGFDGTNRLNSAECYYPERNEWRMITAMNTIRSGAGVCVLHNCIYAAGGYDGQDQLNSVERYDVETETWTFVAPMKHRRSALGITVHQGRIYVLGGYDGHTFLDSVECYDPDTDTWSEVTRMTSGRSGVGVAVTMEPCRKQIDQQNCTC
CDK5 p35 inh: inhibitors of human CDK5/p35 kinase, primary screen, biochemical, single concentration | Cyclin-dependent kinase 5 (Homo sapiens) + Cyclin-dependent kinase 5 activator 1 (Homo … | Recombinant CDK5/p35, ADP-Glo luminescence, 60 min | inhibition, % at 10 µM | 330,000 tested, 0.01% active;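 active means highest replicate inhibition of at least 50% and at least 75% of replicates reaching 50%; inconclusive means only one of the two criteria met; inactive means both criteria failed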;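 further: plate controls were DMSO neutral control for no effect and GW8510 at 10 µM for full effect; many of its hits are not listed in these tables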
SUMO Mot1 rescue: yeast Mot1-301 growth rescue at high temperature, primary screen, SUMOylation pathway inhibitor project, S. cerevisiae, ATP luminescence, 38.5C. 320,000 tested, 1% active. S. cerevisiae Mot1-301 growth rescue; percent above DMSO median, 100 means doubled. growth rescue, % at 18.8 µM;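 active means every valid replicate shows activation above 250% relative to neutral control wells; inactive means the rest, any valid replicate at or below 250%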;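 further: OY570 slx delta 5 strain wells were the positive control but not used for scaling; some compounds called inactive have numbers as strong as hits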
Rtt109 HAT inh: inhibitors of C. albicans Rtt109/Vps75 HAT, primary screen, biochemical, ThioGlo CoA-SH fluorescence, plate reader; purified Rtt109/Vps75, 4 h; inhibition, % at 34.9 µM; 330,000 tested, 0.16% active; AID 540336, 2011;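 active means inhibition of at least 50% in every replicate; inconclusive means best replicate reaches 50% inhibition but some replicates fall short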
Cardiac RTF inh: cardiac RTF calcium sensitivity inhibitors, primary screen, biochemical, IANBD-TnC fluorescence, EC70 calcium; Troponin I, cardiac muscle (Homo sapiens) + Troponin T, cardiac muscle (Homo sapiens) + …; IANBD-labeled cardiac RTF, Ca2+ fluorescence; inhibition, % at 7.15 µM; 340,000 tested, 0.12% active; AID 493244, 2011;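 active means inhibition above the mean inhibition of all tested compounds plus 3 SD, cut at about 17% in these data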;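 further: assay run at fixed EC70 calcium of 1.6 mM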
PvdQ acylase: P. aeruginosa PvdQ acylase inhibitors, primary screen, biochemical, fluorescence, plate reader and imaging, single point. PvdQ acylase [Pseudomonas aeruginosa LESB58]. purified PvdQ acylase. inhibition, % at 10 µM. 340,000 tested, 0.063% active. AID 488965, 2010; in the data active means inhibition above about 30%, passing the limit was not always enough; inconclusive means no clear call, values can overlap the other calls;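 further: 0% = vehicle neutral wells and 100% = reference inhibitor wells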
NSD2 inh: NSD2 histone methyltransferase inhibitors, primary screen, biochemical, AlphaScreen, single concentration, set 2; Histone-lysine N-methyltransferase NSD2 (Homo sapiens), O96028; NSD2 peptide methylation, 120 min; inhibition, % at 12.5 µM; 310,000 tested, 0.54% active; in the data active means inhibition above about 50%
dFosB act: activators of delta FosB homodimer, primary screen, biochemical, fluorescence polarization, TAMRA-CDK5 oligo, single point. Protein FosB (Mus musculus), P13346. purified delta FosB; percent of positive-control signal above neutral wells. activation, % at 25 µM. 340,000 tested, 0.99% active;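 active means mean activation above about 17%, with every replicate also reaching it, limit read from the data, passing the limit was not always enough; inconclusive means only one of the two conditions met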;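 further: fluorescence polarization rise as delta FosB binds a TAMRA Cdk5 AP-1 oligo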
Target sequence (P13346 whole entry, looked up): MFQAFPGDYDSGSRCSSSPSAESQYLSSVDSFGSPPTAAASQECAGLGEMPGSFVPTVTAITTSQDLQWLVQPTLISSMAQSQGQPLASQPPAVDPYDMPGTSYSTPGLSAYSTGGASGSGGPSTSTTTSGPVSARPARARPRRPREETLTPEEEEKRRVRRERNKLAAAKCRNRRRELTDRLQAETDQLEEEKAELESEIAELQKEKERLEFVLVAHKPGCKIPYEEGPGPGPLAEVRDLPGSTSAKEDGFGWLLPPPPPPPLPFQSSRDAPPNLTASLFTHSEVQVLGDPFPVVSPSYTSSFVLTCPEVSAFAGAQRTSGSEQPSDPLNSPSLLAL
C-LANA FP: inhibitors of KSHV C-LANA binding to DNA, primary screen, biochemical, fluorescence polarization, FAM-LBS DNA, MBP-C-LANA, single point; inhibition, % at 9 µM; 340,000 tested, 0.078% active; AID 504423, 2011;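 active means highest replicate inhibition at or above 60% at 9 µM, even if other replicates fall short; inactive means all replicates below 60% inhibition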;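 further: 0% = neutral control wells and 100% = 4 µM acridine orange control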
* = called active by the depositor; u = inconclusive; x = no result given. Hits appear at their usual frequency, and some 3.2% of all compounds hit somewhere here.

SMILES	RTF Ca sens act	PfHsp90 yeast 2	Keap1 Nrf2 FP	CDK5 p35 inh	SUMO Mot1 rescue	Rtt109 HAT inh	Cardiac RTF inh	PvdQ acylase	NSD2 inh	dFosB act	C-LANA FP
O=C(NCCc1c[nH]c2ccccc12)C(=O)NCC1OCCN1S(=O)(=O)c1cc(F)ccc1F (centres undefined)	0	-10	-2	2.1	101	x	-2	12	0	-6	3.8
CCCCCCC(=O)N(O)C1CC(=O)N(c2ccc(F)cc2)C1=O (centres undefined)	-1	109*	-1	-0.8	194	-3	-7	-7	0	-5	-58
CCCCN(C(=O)C1=COCCO1)c1c(N)n(Cc2ccccc2)c(=O)[nH]c1=O	-2	0	-1	-0.3	521*	19	2	1	-1	-2	0.5
CN(Cc1ccccc1)C(=O)C1CCN(S(=O)(=O)c2ccc3nc4c(c(C(=O)O)c3c2)CCCC4)CC1	-7	-4	-7	-1.8	38	7	2	2	6	-9	5.1
Cn1c(=O)c2c(nc(CN3CCN(C(=O)c4ccco4)CC3)n2Cc2ccccc2)n(C)c1=O	0	17	-6	-1.0	13	-3	-4	4	3	0	0.0
CC(C)Cn1c(N2CCN(C(=O)/C=C/c3ccccc3)CC2)nc2ccccc21	5	-3	-3	1.6	2	12	-13	-14	-1	-4	-1.5
CC(C)(C)n1ncc2c(=O)n(Cc3ccc(Cl)cc3Cl)cnc21	-2	-11	-2	0.3	-7	-2	0	5	-1	-2	0.9
Cn1c(N)c(C(=O)COC(=O)C2CCC(C(C)(C)C)CC2)c(=O)n(C)c1=O (centres undefined)	-2	x	0	0.0	11	1	-5	-9	-1	-1	0.3
CSc1ccccc1NC(=O)CN(C)CC(=O)Nc1ccc(S(=O)(=O)N2CCCC2)cc1	-1	x	-4	0.5	27	6	2	-16	0	0	-0.1
CCN1CCN(CCCNC(=O)C2c3ccccc3C(=O)N(C)C2c2ccc(OC)cc2)CC1 (centres undefined)	4	x	-2	-0.9	x	-7	-3	-13	x	-2	0.3
Cc1ccc(CNC(=O)c2cc(=O)c3ccc(C)cc3o2)cc1	1	3	0	-0.8	-11	1	-2	-2	10	-5	15
O=C(Nc1cccc(C(=O)O)c1)/C(=C\c1ccco1)NC(=O)c1ccc(Br)o1	-2	-9	-2	-0.3	25	-7	-2	8	12	-5	6.9
CC1CCCC(C)N1C(=O)COC(=O)CNC(=O)C12CC3CC(CC(C3)C1)C2 (centres undefined)	11	x	-9	1.3	-2	-6	-8	-12	-2	-4	0.5
O=C(Nc1ccc2c(c1)oc1ccc(S(=O)(=O)N3CCCC3)cc12)C1CC1	2	1	-5	9.4	2	12	-18	14	0	-5	0.8
CC(=O)Nc1ccc(C(=O)COC(=O)C2CCCCC2)c(F)c1	-3	6	0	1.9	-10	0	-8	-7	-1	-9	-0.5
COC(=O)CSc1nc2ccccc2c(=O)n1C	-3	9	1	-1.1	25	6	-7	0	-11	-15	1.4
O=C(N/N=C/c1ccco1)c1ccc(NC(=O)c2ccccc2Cl)cc1	-1	2	-2	0.9	236	3	-2	-4	-5	7	0.0
COc1cc(C#N)ccc1OCC(=O)Nc1ccc(C)c(S(=O)(=O)N2CCOCC2)c1	-1	-21	-4	3.1	157	18	-2	3	-2	-5	-1.8
O=C(NCCc1ccccc1)c1ccc(NC(=O)C2CCC2)cc1	-9	-7	4	2.7	x	-2	4	8	x	-5	0.2
CC(=O)Nc1sc(C)c(C)c1C(=O)OCCOc1ccccc1	1	-7	-4	-0.7	18	-5	-7	-3	-6	-9	-1.1
O=C(COC(=O)c1cccc(S(=O)(=O)N2CCc3ccccc3C2)c1)NCc1ccco1	5	12	-4	-5.0	x	-9	3	-23	-3	-1	1.0
Cc1nn(-c2ccccc2)c(C)c1NC(=O)COc1ccc(Cl)cc1Cl	8	15	4	-1.1	-5	0	-2	7	-5	-9	-1.2
NC(=O)[C@H]1CC2(CC(c3cccc(NC(=O)COc4ccc(Cl)cc4)c3)=NO2)CN1C(=O)[C@H]1CCC(=O)N1 (some centres undefined)	-8	x	-2	0.1	-6	-6	-4	7	x	-5	3.0
CSCCC(NC(=O)c1ccccc1)C(=O)OCC(=O)Nc1ccc(C)c(Cl)c1 (centres undefined)	6	x	-2	0.3	-18	11	-9	-8	6	2	-0.7
CN(C)S(=O)(=O)c1ccc(NC(=O)COC(=O)c2ccccn2)cc1	-4	-4	5	-1.0	21	-12	8	6	0	7	1.7
New compounds follow:
SMILES	RTF Ca sens act	PfHsp90 yeast 2	Keap1 Nrf2 FP	CDK5 p35 inh	SUMO Mot1 rescue	Rtt109 HAT inh	Cardiac RTF inh	PvdQ acylase	NSD2 inh	dFosB act	C-LANA FP
C[C@@H](C(=O)Nc1nc2ccc(F)cc2s1)N1C(=O)C2CC=CCC2C1=O (some centres undefined)	-1	-60	0	-0.9	2	4	-2	0	4	-3	-1.1
COc1ccccc1-n1ccnc1SCC(=O)NC1CCCC1	4	21	-1	0.8	-12	-3	-9	-4	4	5	0.9
O=C(NCC1CCCO1)c1ccccc1NS(=O)(=O)c1ccc(F)cc1 (centres undefined)	-1	-3	-5	-0.2	-8	2	1	-4	0	-5	0.3
CC12CC(NC(=O)N1CCc1ccccc1)c1cc(Cl)ccc1O2 (centres undefined)	-4	-12	0	-0.7	-15	-2	-6	-16	0	-2	0.7
Cc1sc2ncn(CCn3cnc4sc(C)c(C)c4c3=O)c(=O)c2c1C	-1	-15	-2	-0.3	x	2	5	2	0	0	-1.4
COc1ccc(S(=O)(=O)N2CCOC2CNC(=O)C(=O)NCc2ccc(F)cc2)cc1OC (centres undefined)	-6	-27	-5	-1.7	-2	-2	-6	-16	-3	-15	0.9
COc1ccccc1NC(=S)NCCc1ccc(Cl)cc1	-9	-8	1	1.0	x	4	1	-1	-3	3	-1.6
CC(=O)N1CCc2cc(S(=O)(=O)CCC(=O)NCc3ccc(F)cc3)ccc21	-1	0	0	2.4	18	-5	-12	4	-1	8	0.7
CCN(CC)S(=O)(=O)N1CCC(C(=O)NCC2COc3ccccc3O2)CC1 (centres undefined)	-2	11	2	-1.0	12	6	10	-5	x	-9	-0.9
CN1CCC(=O)N(CCOc2ccccc2)CC1	-4	3	2	0.4	9	-3	-2	8	x	-12	2.6
Cc1cc(N)n(-c2nc3ccccc3s2)n1	0	-11	0	-3.1	x	3	-14	-8	0	-6	3.8
Cc1ccc(CSCc2ccc(C(=O)NCC3CCCO3)o2)cc1 (centres undefined)	1	20	6	2.5	121	3	-9	-2	0	-5	-0.4
CCOC(=O)C1=C(C)NC(C)=C(C(=O)OCC)C1/C=C/c1ccccc1	-3	12	-3	3.0	-16	-5	-9	-14	-5	-14	2.0
O=C(COCC(=O)N/N=C/c1ccccc1F)N/N=C/c1ccccc1F	-1	-29	0	-0.1	440	0	-6	-1	-4	3	0.0
CCCc1nnc(NC(=O)CCC(=O)NCc2ccccc2)s1	-2	16	0	0.2	98	-10	3	0	1	3	0.1
CCN(C[C@H]1N[C@@](Cc2ccccc2)(C(=O)OC)[C@H]2C(=O)N(Cc3ccccc3)C(=O)[C@@H]12)C(=O)C1CCCCC1	-6	-8	-4	5.0	x	-2	-3	7	x	-3	-0.2
CN(C)N1C(=O)CC(N2CCCCC2)C1=O (centres undefined)	2	3	-1	0.4	-22	x	2	7	0	-4	-1.4
O=C(Nc1ccc(N2CCN(Cc3ccccc3Cl)CC2)cc1)c1cccnc1	1	-22	-5	0.6	16	-1	0	-3	-4	0	0.1
C/C(=N/NC(=O)c1cccs1)c1ccc(NC(=O)COc2ccc(Cl)cc2Cl)cc1	-5	-24	2	0.0	1	-2	6	-3	-4	u	0.7
NC(=O)C1(NC(=O)[C@@H]2CC3(CC(c4cccc(NC(=O)c5cc([N+](=O)[O-])cc([N+](=O)[O-])c5)c4)=NO3)CN2C(=O)c2ccccc2)CC1 (some centres undefined)	0	4	-8	-2.5	0	2	6	-11	x	-3	0.7
Cc1ccc(NC(=O)COC(=O)c2cc(=O)c3ccccc3o2)cc1F	-6	11	-3	-0.3	5	-8	2	12	2	0	0.7
COc1ccc(NC2CCCN(C(=O)C3(C)CCCCC3)C2)cc1 (centres undefined)	-4	0	1	0.6	-15	5	0	-1	17	-4	-0.3
CC(Sc1nnc(C2CC2)n1C1CC1)C(=O)Nc1cccc(S(=O)(=O)N2CCOCC2)c1 (centres undefined)	1	33	-7	-8.1	20	1	-2	-2	-2	-7	-1.1
COc1ccc(Cc2nn3c(-c4ccccc4Br)nnc3s2)cc1	0	5	-6	0.3	-19	7	0	4	-2	-16	2.6
Cc1nn(C)cc1CN1CCC(CO)(CCOc2ccccc2)CC1	2	7	-3	1.4	-18	-2	-6	-7	-1	2	0.1
Continuation:
SMILES	RTF Ca sens act	PfHsp90 yeast 2	Keap1 Nrf2 FP	CDK5 p35 inh	SUMO Mot1 rescue	Rtt109 HAT inh	Cardiac RTF inh	PvdQ acylase	NSD2 inh	dFosB act	C-LANA FP
CCc1ccc(C(=O)Nc2nc(C)cs2)s1	0	12	-5	1.0	-4	0	-5	-8	1	-8	0.9
O=C(COC(=O)CNS(=O)(=O)c1cccc(F)c1)NCCc1ccccc1	2	x	-1	-0.6	x	-5	-9	-10	3	-3	-1.2
C=CCn1c(-c2cccc(OC)c2)n[nH]c1=S	0	0	2	-0.9	-1	-3	5	-2	-1	5	1.5
Cc1cc(NC(=O)C2CC(c3cccc(Br)c3)=NO2)no1 (centres undefined)	4	-7	-4	-2.5	29	11	-10	-3	-3	-11	2.9
NC(=O)c1ccsc1NC(=O)COC(=O)c1ccc([N+](=O)[O-])o1	-3	12	0	-0.5	-1	-5	-7	-9	-3	3	2.6
CCOC(=O)C1=NN(c2ccccc2)C(c2ccccc2)CC1=O (centres undefined)	-2	-2	-5	-0.6	162	15	15	3	8	0	-0.2
COc1ccc(-c2nnc(SCC3CCCO3)n2C)cc1 (centres undefined)	0	-9	-4	-3.9	3	-19	-1	-6	0	-12	0.0

Bioassay records from PubChem BioAssay.
